High-throughput results deposited in PubChem BioAssay by IUPUI and University of Michigan.
ST2 IL33 inh: inhibitors of human ST2 (IL1RL1) binding to IL-33, primary screen, biochemical, AlphaLISA | Interleukin-1 receptor-like 1 (Homo sapiens), Q01638 | AlphaLISA ST2-Fc/biotin-IL-33 interaction, 1 h | inhibition, % for hits at 17 µM | actives 2.3% (n = 78,000) | AID 1259354, 2018; in the data active = inhibition above about 30%; inconclusive = mostly about 10% to 28%
Target sequence (Q01638 whole entry, looked up): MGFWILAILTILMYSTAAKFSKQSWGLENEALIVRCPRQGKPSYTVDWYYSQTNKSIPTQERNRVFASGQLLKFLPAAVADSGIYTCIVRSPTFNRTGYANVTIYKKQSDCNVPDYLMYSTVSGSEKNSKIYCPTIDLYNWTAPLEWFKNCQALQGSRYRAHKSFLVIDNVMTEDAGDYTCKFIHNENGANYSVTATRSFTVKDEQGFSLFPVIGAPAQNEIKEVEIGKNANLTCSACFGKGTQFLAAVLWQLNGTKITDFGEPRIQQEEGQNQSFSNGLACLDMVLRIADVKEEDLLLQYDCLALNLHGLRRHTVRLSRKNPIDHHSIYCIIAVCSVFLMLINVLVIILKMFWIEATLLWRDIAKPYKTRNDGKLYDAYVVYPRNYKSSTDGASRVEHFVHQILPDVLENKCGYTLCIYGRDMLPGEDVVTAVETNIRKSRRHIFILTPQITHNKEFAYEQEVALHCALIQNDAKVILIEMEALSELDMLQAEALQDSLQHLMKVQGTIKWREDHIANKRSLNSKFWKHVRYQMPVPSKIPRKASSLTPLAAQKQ
Active calls of the source: *; i = inactive; ? = inconclusive.

SMILES	ST2 IL33 inh
CCOCCCNC(=O)C1(O)c2ccccc2NC(=O)N1c1ccc(CC)cc1 (stereo not given)	i
Cc1nc(-c2ccccc2)c(C(=O)N2CCC(O)(CN(C)C)C2)s1 (stereo not given)	i
CCn1c(=O)n(-c2ccc(C)c(C)c2)c2nc(-c3cccc(F)c3F)nc(C(N)=O)c21	i
O=C(COc1ccc(Cl)cc1Cl)NC(Cc1ccccc1)C(=O)O (stereo not given)	i
CS(=O)(=O)Nc1ccc(C(=O)CC2(O)C(=O)Nc3ccc(Br)cc32)cc1 (stereo not given)	i
CC(=O)N1c2ccc(S(=O)(=O)N3CCOCC3)cc2CC1C(=O)N1CCc2ccccc2C1 (stereo not given)	?
CN(Cc1ccccc1)C(=O)CCCn1c(=O)[nH]c2ccsc2c1=O	i
O=C(O)c1ccc(S(=O)(=O)N2CCOCC2)cc1	i
O=C(CCCOc1ccc(Cl)cc1Cl)Nc1nccs1	i
CC1=C(C(=O)Nc2ccccn2)C(c2cccs2)C2=C(CCCC2=O)N1 (stereo not given)	i
O=C1N(CN2CCOCC2)c2ccccc2C12OCCO2	i
Cc1ccc(C2(O)CCN(c3nc4ccccc4s3)CC2)nc1	i
CN(C)CCN(C)Cc1ccc(F)cc1	i
CC1CCCCN1c1ccc(C(N)=O)cc1NC(=O)Cc1cn2ccsc2n1 (stereo not given)	i
Cn1c(=O)cc(SCC(=O)Nc2ccc(F)cc2Cl)c2ccc(Cl)cc21	i
O=C1N(CC2CCCCC2)CCCC12CCN(CCCC(F)(F)F)C2 (stereo not given)	i
C=CCSc1nnc2c(n1)OC(c1cccnc1)Nc1ccccc1-2 (stereo not given)	i
CC(NC(=O)C(C)(C)C)c1nc2ccccc2n1C (stereo not given)	i
CCC(C(=O)NCc1snnc1C)n1cc(C(C)=O)c2ccccc21 (stereo not given)	?
CCn1nc(C(C)C)cc1C(=O)N1CCC(Cn2cc(CO)nn2)CC1	i
COC(=O)CSc1nc2ccccc2c(=O)n1-c1ccccc1	i
CCCn1nccc1C(=O)N1CCCC(c2n[nH]c(=O)n2CC)C1 (stereo not given)	?
CCSc1nnc2c(n1)OC(c1cccnc1)N(C(C)=O)c1ccccc1-2 (stereo not given)	i
O=C(O)CCC(=O)Nc1ccc(Cc2ccncc2)cc1	i

By substructure, those above containing a carbonyl joined to an NH by a bond outside any ring (10)
SMILES	ST2 IL33 inh
CCOCCCNC(=O)C1(O)c2ccccc2NC(=O)N1c1ccc(CC)cc1 (stereo not given)	i
CCn1c(=O)n(-c2ccc(C)c(C)c2)c2nc(-c3cccc(F)c3F)nc(C(N)=O)c21	i
O=C(COc1ccc(Cl)cc1Cl)NC(Cc1ccccc1)C(=O)O (stereo not given)	i
O=C(CCCOc1ccc(Cl)cc1Cl)Nc1nccs1	i
CC1=C(C(=O)Nc2ccccn2)C(c2cccs2)C2=C(CCCC2=O)N1 (stereo not given)	i
CC1CCCCN1c1ccc(C(N)=O)cc1NC(=O)Cc1cn2ccsc2n1 (stereo not given)	i
Cn1c(=O)cc(SCC(=O)Nc2ccc(F)cc2Cl)c2ccc(Cl)cc21	i
CC(NC(=O)C(C)(C)C)c1nc2ccccc2n1C (stereo not given)	i
CCC(C(=O)NCc1snnc1C)n1cc(C(C)=O)c2ccccc21 (stereo not given)	?
O=C(O)CCC(=O)Nc1ccc(Cc2ccncc2)cc1	i

Going on with the list:
SMILES	ST2 IL33 inh
Cc1ccc(C2=NN(C(=O)CCC(=O)O)C(c3cc4cc5c(cc4nc3Cl)OCO5)C2)cc1 (stereo not given)	i
Cc1ccc(S(=O)(=O)Nc2ccccc2C(=O)OCc2nc3ccccc3s2)cc1	i
COc1cc(C(=O)Nc2sc3c(c2C(=O)OC(C)C)CCCC3)cc(OC)c1OC	i
CCc1nc(SCC(=O)N2CCC(O)(c3ccc(C)cn3)CC2)n[nH]1	?
COCCNC(=O)CSc1cc(=O)n(C)c2ccccc12	i
COC(=O)CSC1=C(C#N)C(c2ccc(Cl)cc2)C(C(=O)OC(C)(C)C)=C(C)N1 (stereo not given)	i
COc1ccccc1/C=C1N=C(/C=C/c2ccccc2OC)OC\1=O	37%*
CCN(Cc1cnc(N)nc1)CC1CCOCC1	i
COc1ccc(/C=C2\C=C(c3ccc(Cl)cc3)OC2=O)cc1[N+](=O)[O-]	?
N#CCSc1nc2c(sc3ccccc32)c(=O)n1CCCN1CCOCC1	i
COc1ccccc1N(CN1C(=O)C2CCC(C)CC2C1=O)C(C)=O (stereo not given)	i
Cc1cccc(OCCOCCOc2ccc(/C=C3\C(=O)NN(c4ccccc4)C3=O)cc2)c1	34%*
CC(=O)c1ccc(NC(=O)N[C@H]2CO[C@H]3[C@@H]2OC[C@H]3OC(=O)Nc2cccc(C(C)=O)c2)cc1	85%*
Cc1ccc(O)c(NC(=O)c2cc(-c3ccc4c(c3)OCO4)on2)c1	?
CCN1CCCC1CNC(=O)CCC(=O)Nc1ccc2nc(N3CCCCC3)cc(C)c2c1 (stereo not given)	?
Cc1ccc(S(=O)(=O)N(CC(N)=O)c2ccc(Cl)cc2C)cc1	i
Cc1ccc(C(=O)N2N=C3c4ccccc4S(=O)(=O)N3C2N2CCCCC2)cc1 (stereo not given)	i
O=C(CN1C(=O)c2ccccc2C1=O)Nc1nccs1	i
Cc1nc2ccccc2c2c1C(=O)N(C(C)(C)C)C2=O	?
c1ccc(-c2ccccc2OCCCCN2CCOCC2)cc1	i
CCN1CCn2c(C)nc(C(=O)N3CCOC(C(F)(F)F)C3)c2C1=O (stereo not given)	i
Cc1ccc(NC2=C(NCCO)C(=O)c3ccccc3C2=O)cc1	51%*
CCOc1ccccc1C(=O)Nc1cc(S(=O)(=O)N(CC)CC)ccc1OC	i
CCn1ncc(-c2c(-c3ccccc3)ncn2CCSc2nccn2C)c1C	?
CCOC(=O)CNC(=O)N1CCC(CCOc2ccccc2)(C(=O)OCC)CC1	?
O=C(NC(Nc1ccccc1)C(Cl)(Cl)Cl)c1ccc([N+](=O)[O-])cc1 (stereo not given)	i
COc1cc2c(cc1OC)CN(Cc1ccc(OCc3ccccc3)c(OC)c1)CC2	i
O=C(O)CCC(=O)N1CCc2cc(S(=O)(=O)Nc3ccccc3F)ccc21	i
CCN1C(=O)c2cccc3c(S(=O)(=O)N(CCO)CCO)ccc1c23	i
O=C(NCCOc1ccccc1Cl)c1ccccc1I	i
COc1ccc(Br)cc1C1N(c2cc(Cl)ccc2OC)C(=O)C2CCCN21 (stereo not given)	i
O=C(c1cc(-c2ccco2)on1)N1CCc2ccccc2C1	?
CCCCCSc1nnc(-c2ccccc2N)c(=O)[nH]1	i
CC1CCN(CCN2CCn3c2nc2ccccc23)CC1	i
Cc1cccc(NC(=O)/C(C#N)=C/c2cc(C)n(-c3ccc(F)cc3)c2C)c1	i
O=C(Nc1cccc(Cl)c1)c1noc2c1CCCCC2	?

An excerpt from above in order of number of heavy atoms, ascending:
SMILES	ST2 IL33 inh
O=C(Nc1cccc(Cl)c1)c1noc2c1CCCCC2	?
O=C(NC(Nc1ccccc1)C(Cl)(Cl)Cl)c1ccc([N+](=O)[O-])cc1 (stereo not given)	i
CCN1C(=O)c2cccc3c(S(=O)(=O)N(CCO)CCO)ccc1c23	i
COc1ccc(Br)cc1C1N(c2cc(Cl)ccc2OC)C(=O)C2CCCN21 (stereo not given)	i
Cc1cccc(NC(=O)/C(C#N)=C/c2cc(C)n(-c3ccc(F)cc3)c2C)c1	i
COc1cc2c(cc1OC)CN(Cc1ccc(OCc3ccccc3)c(OC)c1)CC2	i

Next structures.
SMILES	ST2 IL33 inh
CNCC(=O)NCc1nc2cccnc2n1CCOC	i
Cc1cc(C)c(C#N)c(SCc2[nH]nc3c2[C@@H](c2ccccc2[N+](=O)[O-])C(C#N)=C(N)O3)n1	i
c1ccc(Oc2cccc(CN3CCOCC3)c2)cc1	i
COCCN(Cc1cccs1)C(=O)c1ccc(F)c(C)c1	?
COc1ccc(NC2=CC(c3ccccc3)N(c3ccc(OC)cc3)C2=O)cc1 (stereo not given)	i
Cc1cccc(C)c1NC(=O)c1cccc(C(=O)Nc2c(C)cccc2C)n1	i
COc1ccc(CCNC(=O)C2CCN(Cc3ccccc3O)CC2)cc1OC	i
CCOc1ccc(OCC)c(NC(=O)C(NS(=O)(=O)c2cccs2)C(C)C)c1 (stereo not given)	i
CC1CCCN(CCCNS(=O)(=O)c2ccc3c(c2)CCN3C(=O)C2CC2)C1 (stereo not given)	i
N=C1SCC(=O)N1c1nc(-c2ccccc2)cs1	?
O=C(Cc1ccc(-n2c(=O)[nH]c3ccsc3c2=O)cc1)NCc1ccco1	i
c1csc(C2=Nn3c(nnc3-c3ccc4c(c3)OCO4)SC2)c1	i
CC1CCN(c2nc(Cl)nc(N3CCC(C)CC3)n2)CC1	i
O=S(=O)(c1ccc(Cl)cc1)c1ccc(C(F)(F)F)cn1	i
Cc1c(C(=O)N(C)CC2(C)CCN(C)C2)cnn1-c1ccccn1 (stereo not given)	i
COC(=O)CCCNC(=O)c1cn(Cc2ccc(OC)cc2)nn1	i
O=C1c2ccccc2C(=O)N1CCc1ccccc1	i
COc1ccccc1NC(=O)C1=C(C)Nc2ncnn2C1c1ccccc1[N+](=O)[O-] (stereo not given)	i
CC(=O)c1ccc(NC(=O)c2cccc([N+](=O)[O-])c2)cc1	i
COc1cccc(C(=O)N=c2sc3cccc(OC)c3n2C)c1	i
O=C(CN1CCN(Cc2ccccc2)C1=O)NCc1cccs1	i
CCC(=O)NCCc1nc2ccccc2n1CC	i
CCn1ccc(C(=O)N2CCCC(CCc3ccccc3C(F)(F)F)C2)n1 (stereo not given)	?
CCC(C)N(Cc1ccccc1F)C(=O)c1cc(NC(C)=O)cc(NC(C)=O)c1 (stereo not given)	?
O=C(c1ccc(N2CCCC2)cc1)N1CCCC(O)(CO)CC1 (stereo not given)	i
Cc1nn(-c2ccccn2)c(C)c1[C@@H]1C=C[C@@H](NC(=O)CC(C)(C)CC(=O)O)C1	?
O=C(CSc1cn(Cc2ccccc2Cl)c2ccccc12)Nc1nccs1	i
CC(C)NC(=O)c1cc(-c2ccc(Cl)cc2)on1	i
CC(C)CCNC(=O)c1cn(CC(C)C)c(=O)c2c1c1ccccc1n2C	i
CCc1cc(CN(C)CC2=CC[C@H]3C[C@@H]2C3(C)C)on1	i
CC(C)c1noc(CN(C)c2ccc(-c3nc(C(C)C)no3)cn2)n1	i
Cc1c(C=O)c(C=O)c(C)n1Cc1ccc(C(=O)O)cc1	?
CSCCCN1CCC2(CCCN(Cc3ccc(F)c(F)c3)C2)C1 (stereo not given)	?
CCOC(=O)C1C(=O)C=C(c2ccc(OC)cc2)CC1c1ccc(OC)c(OC)c1 (stereo not given)	i
CCn1cnc2c(cnn2-c2ccc(F)cc2)c1=O	i
CCCCOc1ccc(OC(=O)c2sc3ncn(CCC)c(=O)c3c2C)cc1	i
CC(=O)Nc1ccc(S(=O)(=O)NC(C)C(=O)O)cc1 (stereo not given)	i
O=C(O)CN1C(=O)C2CCCCN2C(=O)c2ccccc21 (stereo not given)	?
CCOc1cccc2cc(C(N)=O)c(=Nc3ccccc3F)oc12	?
O=c1oc2c(CN3CCOCC3)c(O)ccc2cc1-c1ccccn1	i
COc1cc(C2C3=C(CCCC3=O)Nc3[nH]c(=O)[nH]c(=O)c32)cc(OC)c1OC (stereo not given)	i
Cc1cnccc1NCCNc1nc(-c2cccnc2)nc2c1cnn2C	i
Fc1ccc(CN2CCN(c3ncccn3)CC2)cc1	i
Cc1ccc(Nc2cc(C)nc(N3CCN(S(=O)(=O)c4ccc(C)cc4C)CC3)n2)cc1	?
O=C1CC(c2ccc(F)c(Br)c2)c2ccc3ccccc3c2N1 (stereo not given)	i
Cc1ccc(CN2C(=O)C(C(C)C(=O)O)Sc3ccccc32)cc1 (stereo not given)	i
Cc1ccc(Sc2ccc(CN3C[C@H](N(C)C)C[C@H]3CO)o2)cc1	i
CCN(CCNS(C)(=O)=O)c1ccc(N)c(C)c1	35%*
Cc1ccc(S(=O)(=O)c2nc(-c3ccccc3)oc2SCC(=O)NCC2CCCO2)cc1 (stereo not given)	i
O=C(CSc1nc2c(c(=O)n1-c1ccccc1)SCC2)Nc1ccc(Cl)cc1	?
CNC(=O)c1ccc(N(Cc2ccccc2Cl)S(C)(=O)=O)cc1	i
CC1=C(C(=O)Nc2cccc(C)n2)C(c2ccc(Br)cc2)C2=C(CCCC2=O)N1 (stereo not given)	i
Cn1cc(/C=C/C(=O)N2CCC3(CCCN(CCc4ccccc4)C3)C2)cn1 (stereo not given)	?
c1cnc(N2CCCC(NCc3cccc(OC4CCCC4)c3)C2)nc1 (stereo not given)	i
Cc1cc(C)c(C2C(C#N)=C(N)OC3=C2C(=O)CC(C)(C)C3)c(C)c1 (stereo not given)	i
CCOc1ccc(C2CC(=O)N3CN(Cc4ccco4)CSC3=C2C#N)cc1OC (stereo not given)	?
COC(=O)C(C)Sc1nc2c(c(=O)n1-c1ccc(Br)cc1)SCC2 (stereo not given)	?
O=C(O)c1cc([N+](=O)[O-])ccc1NCCCc1ccccc1	?
COc1ccc(C(=O)Nc2cc(Cl)ccc2Cl)cc1[N+](=O)[O-]	i
Nc1nc2n(n1)C(c1ccccc1)CC(c1ccc(F)cc1)N2 (stereo not given)	?

The results go on:
SMILES	ST2 IL33 inh
O=[N+]([O-])c1ccccc1CN1CCN(C/C=C/c2ccccc2)CC1	?
O=C(CSc1nc2ccccc2o1)Nc1ccc(F)cc1	i
CCCc1ccc(Oc2cn[nH]c2-c2ccc(OC)cc2O)cc1	?
O=S(=O)(c1ccc(Br)cc1)N1CCN(Cc2ccccc2)CC1	i
COc1ccc([N+](=O)[O-])cc1NC(=O)c1coc(=O)c2ccccc12	i
O=C1CSc2ccccc2N1Cc1ccccc1F	i
CN(C)c1ccc(/C=C2/C(=O)c3ccc(C(=O)O)cc3C2=O)cc1	i
O=C(CCc1ccco1)N1CCc2[nH]nc(-c3ccc(C(F)(F)F)cc3)c2C1	i
CCSc1nnc2c(n1)OC(C(=O)c1ccccc1)Nc1ccccc1-2 (stereo not given)	?
CCOC(=O)c1cccc(NS(=O)(=O)c2cccc3nsnc23)c1	i
CCOc1cc(C2Nc3ccccc3-c3nnc(SCC)nc3O2)ccc1O (stereo not given)	i
Cn1c(=O)c2cc(S(=O)(=O)NC3CCCCCC3)ccc2n(C)c1=O	i
CN1[C@@H]2CC[C@H]1CC(OC(=O)C(CO)c1ccccc1)C2 (stereo not given in full)	?
Cn1c2ccccc2c2nnc(SCC(=O)Nc3ccc(F)cc3)nc21	?

Not all compounds are listed; count on the stated rates, not on these rows.
